Compound activity deposited in PubChem BioAssay by several laboratories.
cardiac RTF act: cardiac RTF calcium sensitivity activators, primary screen, biochemical, IANBD-TnC fluorescence, EC20 calcium. Troponin I, cardiac muscle (Homo sapiens) + Troponin T, cardiac muscle (Homo sapiens) + …. IANBD-labeled TnC RTF fluorescence at EC20 calcium; 0% EC20 calcium, 100% full calcium. activation, % at 7.2 µM. 0.24% of 340,000 active. AID 493008, 2010;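 active = activation above the mean over all tested compounds plus 3 SD, cut at about 30% in these data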;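 note: rise in fluorescence read as greater calcium sensitivity of cardiac thin filaments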
MOR-DOR ag: agonists of OPRM1-OPRD1 heterodimerization, primary screen, cell-based, luminescence | Mu-type opioid receptor (Homo sapiens) + Delta-type opioid receptor (Homo sapiens), … | cells | activation, % at 9.3 µM | 0.3% of 340,000 active | AID 504326, 2011; in the data active = activation above about 18%;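 note: 0% = vehicle-treated cells and 100% = reference agonist; values of inactives mirror those of a sister screen read the other way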
HTR5A ag ctr: HTR5A agonists in luminescence cell assay, primary screen, counter-screen for OPRM1-OPRD1 heterodimer agonist project, full-deck HTS | cell-based | activation, % at 9.3 µM | 0.61% of 340,000 active; in the data active = activation mostly above about 9.5%, no sharp cut-off; inactive = mostly below about 7.6%;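 note: 0% = cells with vehicle only and 100% = reference agonist; strong numbers were not always called active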
Target sequence (P47898 whole entry, looked up): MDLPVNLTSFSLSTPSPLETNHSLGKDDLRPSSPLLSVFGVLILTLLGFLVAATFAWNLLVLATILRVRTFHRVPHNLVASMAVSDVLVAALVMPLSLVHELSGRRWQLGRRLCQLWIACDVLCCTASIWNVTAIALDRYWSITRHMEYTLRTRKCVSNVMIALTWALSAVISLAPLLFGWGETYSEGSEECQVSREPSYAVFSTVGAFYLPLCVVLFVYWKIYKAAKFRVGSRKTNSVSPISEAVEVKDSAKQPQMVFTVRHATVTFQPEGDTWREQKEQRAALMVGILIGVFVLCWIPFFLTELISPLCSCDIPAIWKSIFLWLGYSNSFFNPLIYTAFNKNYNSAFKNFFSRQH
V-ATPase pHluor: regulators of yeast V-ATPase proton pumping, primary screen, pHLuorin cytosolic pH fluorescence; S. cerevisiae; 0.37% of 350,000 active; response, % at 10 µM; in the data active = response mostly above about 7.3%, no sharp cut-off; inactive = mostly below about 5.4%; note: actives read high; inactives centre near 0; some compounds called inactive have numbers as strong as hits; reference of the scale not given here
Keap1-Nrf2 PPI: Keap1-Nrf2 protein-protein interaction inhibitors, primary screen, biochemical, fluorescence polarization, single point; Kelch-like ECH-associated protein 1 (Homo sapiens), Q14145; Keap1 Kelch-Nrf2 peptide fluorescence polarization, 1536-well; inhibition, % at 9.4 µM; 0.15% of 340,000 active; in the data active = inhibition above about 12%;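 note: human Keap1 Kelch domain with fluorescein labeled Nrf2 9mer peptide probe; 0% = neutral control wells and 100% = peptide positive control; higher means more block of Keap1 binding to Nrf2 peptide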
Target sequence (Q14145 whole entry, looked up, the tested form may be a part): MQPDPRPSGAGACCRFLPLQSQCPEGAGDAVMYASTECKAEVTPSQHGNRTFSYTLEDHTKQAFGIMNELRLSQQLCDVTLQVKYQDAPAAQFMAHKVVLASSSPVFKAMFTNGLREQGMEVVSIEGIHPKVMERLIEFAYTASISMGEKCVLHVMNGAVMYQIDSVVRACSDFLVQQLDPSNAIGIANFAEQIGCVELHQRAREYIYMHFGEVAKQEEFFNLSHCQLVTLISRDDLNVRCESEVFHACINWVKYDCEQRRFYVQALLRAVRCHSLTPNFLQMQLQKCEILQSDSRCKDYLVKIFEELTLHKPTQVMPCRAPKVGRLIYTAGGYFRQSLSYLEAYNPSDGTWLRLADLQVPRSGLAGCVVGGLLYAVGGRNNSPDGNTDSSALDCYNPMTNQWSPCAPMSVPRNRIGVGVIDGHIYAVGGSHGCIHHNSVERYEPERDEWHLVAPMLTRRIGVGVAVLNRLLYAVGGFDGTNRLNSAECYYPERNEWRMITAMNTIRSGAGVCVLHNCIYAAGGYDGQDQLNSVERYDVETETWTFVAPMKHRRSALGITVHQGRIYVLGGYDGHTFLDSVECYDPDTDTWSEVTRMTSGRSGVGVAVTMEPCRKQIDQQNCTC
RTF Ca sens inh: cardiac RTF calcium sensitivity inhibitors, primary screen, biochemical, IANBD-TnC fluorescence, EC70 calcium. AID 493244, 2011. IANBD-labeled cardiac RTF, Ca2+ fluorescence. 0.12% of 340,000 active. inhibition, % at 7.15 µM;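 active = inhibition above the mean inhibition of all tested compounds plus 3 SD, cut at about 17% in these data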;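 note: assay run at fixed EC70 calcium of 1.6 mM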
OPRM1-OPRD1 inv: inverse agonists of MOR-DOR heterodimerization, primary screen, cell-based, luminescence; inhibition, % at 9.3 µM; Mu-type opioid receptor (Homo sapiens) + Delta-type opioid receptor (Homo sapiens), …; 0.21% of 340,000 active; AID 504357, 2011; cell-based MOR-DOR heterodimer luminescence, inverse agonism; in the data active = inhibition above about 22%, passing the limit was not always enough;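 note: 0% = cells with DMSO and 100% = wells without cells with DMSO; values of inactives mirror those of a sister screen read the other way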
CAL PDZ FP: untagged CAL PDZ binding inhibitors, primary screen, biochemical, fluorescence polarization, HTS | 0.92% of 300,000 active | inhibition, % at 24.9 µM | AID 602252, 2012 | purified CAL PDZ, TMR-peptide fluorescence polarization, 1 h;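 active = mean inhibition of at least 30% with at least half of replicates also reaching 30%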;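 note: 0% = DMSO neutral control and 100% = excess unlabeled competitor peptide PRC23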
C-LANA FP: inhibitors of KSHV C-LANA binding to DNA, primary screen, biochemical, fluorescence polarization, FAM-LBS DNA, MBP-C-LANA, single point. Kaposi's sarcoma herpesvirus LANA C-terminal domain (residues 932-1162) DNA binding. inhibition, % at 9 µM. 0.078% of 340,000 active. AID 504423, 2011;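 active = highest replicate inhibition at or above 60% at 9 µM, even if other replicates fall short; inactive = all replicates below 60% inhibition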;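 note: 0% = neutral control wells and 100% = 4 µM acridine orange control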
HTR5A inv ctr: HTR5A inverse agonists in luminescence cell assay, primary screen, counter-screen for OPRM1-OPRD1 heterodimer inverse agonist project, full-deck HTS. 5-hydroxytryptamine receptor 5A (Homo sapiens), P47898. HTR5A cell line, inverse agonism. inhibition, % at 9.3 µM. 0.083% of 340,000 active; in the data active = inhibition mostly above about 23%, no sharp cut-off; inactive = mostly below about 18%;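 note: 0% = cells with DMSO and 100% = no-cell wells with DMSO; some compounds called inactive have numbers as strong as hits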
The depositor's hits bear a star; . = no result given.

nr	mol	RTF Ca sens inh	Keap1-Nrf2 PPI	V-ATPase pHluor	OPRM1-OPRD1 inv	MOR-DOR ag	CAL PDZ FP	HTR5A inv ctr	cardiac RTF act	C-LANA FP	HTR5A ag ctr
1	Nc1cccc(NC(=O)CN2CCOCC2)c1	-5	-2	3	0	0.0	-5	0	-9	1.1	0
2	COc1ccc(-c2oc3ncn(Cc4ccco4)c(=N)c3c2-c2ccc(OC)cc2)cc1	-4	-8	0	-13	2.2	36*	4	0	0.1	-1
3	Nc1cc(=O)[nH]c(SCC(=O)N2CCN(S(=O)(=O)c3ccc4ccccc4c3)CC2)n1	-12	-8	-1	15	-2.6	-3	11	-3	-0.9	-4
4	CCOC(=O)C1(P(=O)(c2ccccc2)c2ccccc2)CCC1	7	-2	-1	11	-2.0	5	-24	1	0.8	9
5	CC(C)=CCC/C(C)=C/COc1c2occc2cc2ccc(=O)oc12	-2	-5	2	-10	2.0	7	10	5	1.2	6
6	Cc1cccc(NS(=O)(=O)c2c(C(=O)N3CCOCC3)c(C)n(C)c2C)c1C	-14	1	5	6	-1.1	-6	7	1	1.0	-1
7	CNC(=O)c1ccc(-n2cccn2)nc1	5	6	-2	-5	0.8	-2	-1	2	0.1	1
8	COc1ccc(-c2[nH]ncc2CNCc2cc(C)n(C)n2)c(F)c1	-4	-1	4	7	-1.5	.	-4	0	-1.6	-3
9	Cc1ccc(Nc2nc(N)nc(CN3CCN(c4ccccc4)CC3)n2)cc1Cl	1	-8	7	-21	4.2	2	1	0	-0.5	-1
10	COc1ccc(C(=O)N2CCN(S(=O)(=O)c3ccc4c(c3)OCCO4)CC2)cc1OC	-4	-2	-3	1	-0.2	-2	20	8	-0.6	-2
11	COc1ccc(CN(CC(=O)NCc2ccc(F)cc2)C(=O)c2ccco2)cc1	3	-2	-1	-11	1.4	-2	-19	-4	1.4	6
12	CC(=O)Nc1ccc(SCC(=O)N(C)C2CCS(=O)(=O)C2)cc1 (configuration not stated)	5	0	-1	-5	1.0	-2	-10	2	.	4
13	CCn1ccnc1CN(C)Cc1nc(-c2cccc(Cl)c2)no1	2	-2	1	-9	1.8	-2	-11	8	1.3	4
14	CN(C)C(CNC(=O)c1ccc(OCc2cn3ccccc3n2)cc1)c1ccco1 (configuration not stated)	-1	2	-2	4	-1.1	-1	-14	-2	2.4	0
15	O=C(NCC(c1ccc(F)cc1)N1CCOCC1)c1ccco1 (configuration not stated)	-8	-3	-4	6	-1.2	-4	11	-3	-1.4	-5
16	COc1ccc(/C=C/c2ccccc2)cc1[C@H]1[C@@H]2C=CCC[C@@]2(C)C(=O)N1Cc1ccccc1	-3	-6	3	1	-0.2	-1	-7	-4	-0.7	13
17	CCc1ccc(NC(=O)CSc2nnc(COc3ccc4c(c3)CCCC4)o2)cc1	-6	-1	-1	1	-0.3	.	7	-3	0.8	4
18	CCC1CN(C(=O)NCc2ccc(C)cc2)c2cc(Cl)ccc2O1 (configuration not stated)	-3	-2	5	-26	5.6	-6	8	-4	-1.0	-2
19	CCN(CC(=O)NCc1ccc(F)cc1)C(=O)/C=C/c1ccc(S(=O)(=O)N(CC)CC)cc1	-1	0	-5	14	-2.6	-5	3	-6	-0.6	4
20	Cc1cc(-c2csc3ncnc(N4CCN(C)CC4)c23)cc(C)c1C	8	-1	-2	-20	2.5	-3	0	-5	-0.5	0
21	CC1=C(C(=O)OC(C)(C)C)C(c2cccc3ccccc23)NC(=O)N1 (configuration not stated)	-5	-3	-5	-41	8.8	8	-2	0	-0.2	0
22	N#Cc1c(SCC(=O)Nc2cccc(F)c2)sc2c(O)cc(=O)[nH]c12	9	-1	-1	4	-0.6	-3	-2	-8	2.2	1
23	COc1cc(C(=O)N(Cc2ccc(F)cc2)C2CCS(=O)(=O)C2)cc(OC)c1OC (configuration not stated)	0	-6	-4	-1	0.1	-2	-6	-2	0.3	2
24	CCOc1cc2c(cc1/C=C(/C#N)c1ccc(C(=O)O)cc1)OCO2	2	3	-3	9	-1.9	-1	-12	1	2.0	3
25	Cc1nc2ccc(S(=O)(=O)NCC(=O)N3CCc4ccccc43)cc2s1	2	6	-2	4	-0.6	-2	-13	-3	1.3	5
26	CC1=NN(c2ccccc2)C(=O)/C1=C/c1c(O)n(-c2ccc(F)cc2)[nH]c1=O	-15	-4	-4	33	-6.2	-2	-4	-16	1.6	0
27	CN(C)S(=O)(=O)c1cccc(NC(=O)CNCC2CCCCC2)c1	0	1	4	14	-3.1	0	8	-1	0.1	-3
28	Cc1ccc(Oc2nc3ccccn3c(=O)c2/C=C(\C#N)C(=O)NC2CCS(=O)(=O)C2)c(C)c1 (configuration not stated)	-4	-2	5	10	-1.9	-7	15	0	1.6	5
29	O=C(Nc1cccnc1)c1ccc(F)c(S(=O)(=O)N2CCOCC2)c1	-6	-5	3	10	-1.7	-2	11	-4	-0.2	4
30	O=C(COC(=O)c1cccc(NS(=O)(=O)c2ccc(F)c(F)c2)c1)NC(=O)NC1CCCC1	0	-5	1	-15	2.9	-6	-30	6	-0.5	12
31	CC(Sc1nnc(C(C)N(C)C)n1-c1ccc(Cl)cc1)C(=O)Nc1ccc2c(c1)OCO2 (configuration not stated)	-12	-7	2	4	-0.7	-2	-4	3	-0.9	5
32	ClC1(Cl)CC1Cn1cnc2ccccc21 (configuration not stated)	-6	-4	-2	2	-0.5	-1	-2	12	-1.3	1
33	COc1ccc(N2CCN(C(=O)CSc3ncccc3-c3nc4ccccc4[nH]3)CC2)cc1	-16	0	8	-1	0.1	.	19	-2	-0.4	3
34	O=c1c2cc(Br)ccc2[nH]c(=S)n1Cc1cccnc1	-2	-1	5	-12	2.2	0	-14	1	1.5	-2
35	COc1ccc(C2(O)CCN(CC(=O)Nc3nc(-c4ccccc4)cs3)CC2)cc1	-6	-1	-4	-19	4.0	-11	2	4	2.8	-1
36	CCOc1ccccc1N(CC(=O)Nc1ccc2c(c1)OCCO2)S(C)(=O)=O	-10	3	-2	-5	0.9	.	-2	-6	-1.1	1
37	COC(=O)COc1nsnc1N1CCOCC1	-8	-5	-1	-4	0.8	.	7	4	-0.1	1
38	Cc1ccc(C(=O)NC2CC(=O)N(c3ccc4c(c3)OCCO4)C2)cc1[N+](=O)[O-] (configuration not stated)	5	-5	3	9	-1.7	-5	-15	11	-2.4	6
39	COc1ccc(-c2cc(C#N)nc(Cl)n2)cc1	-5	3	-2	3	-0.6	0	-46	-5	-0.2	-5
40	N#Cc1cccc(C(c2nnnn2Cc2ccccc2)N2CCCC2)c1 (configuration not stated)	2	-1	-1	8	-1.4	-1	13	1	0.9	3
41	CC(=O)NC(CCS(C)(=O)=O)C(=O)Nc1cccc(C)c1C (configuration not stated)	-3	-5	1	11	-1.9	-6	-14	1	0.2	2
42	COc1ccc(C(=O)N2CCN(c3ccc(C(C)=O)cc3)CC2)cc1S(=O)(=O)N1CCCC1	-7	-1	-3	12	-3.2	-3	16	-3	3.1	-1
43	Cc1ccc(OCCOc2cccc3ccc(C)nc23)c([N+](=O)[O-])c1	5	0	-2	6	-1.3	-2	-1	6	2.5	0
44	COc1ccc2c(/C=N/Nc3ccc(C(=O)O)cc3)c[nH]c2c1	-11	-63	-3	4	-0.8	-3	-1	10	-6.9	0
45	Cc1cc(N2CCN(c3ccccc3)CC2)nc(NCc2ccccc2)n1	-8	0	-8	11	-2.0	2	-4	-3	2.8	-3
46	O=C(Oc1cccc(C(=S)N2CCOCC2)c1)c1ccccc1	11	-1	-3	2	-0.2	-3	-5	-5	-1.5	2
47	CCOC(=O)c1nn(-c2ccc(F)cc2)c2nc(Nc3ccccc3)cc(=O)n12	5	-5	2	-7	1.3	1	-35	2	0.7	3
48	CCOc1ccc(C(=O)NCC(=O)Nc2ncccc2C)cc1OCC	-1	1	2	0	-0.1	-2	-11	19	0.5	4
49	CC(=O)c1cccc(S(=O)(=O)N2CCN(c3nc4cc(C)cc(C)c4cc3C#N)CC2)c1	-1	-2	2	10	-1.9	1	-18	5	16	-5
50	Cc1cc(C)n2nc(C(=O)NCC(=O)Nc3ccc(F)c(F)c3)nc2n1	-5	1	-2	10	-1.5	-2	12	2	0.4	1
51	COc1cc2cnc(-c3ccccc3)c(C(=O)c3ccc(OCc4ccccc4)cc3)c2cc1OC	-5	-1	1	7	-1.4	4	3	1	0.6	-1
52	Oc1c(C=Nc2ccc(Cl)cn2)sc2ccccc12	-15	-5	-3	-21	3.9	-2	-41	0	-3.1	1

Structures listed so far that bear a hit mark in CAL PDZ FP.
| cpd | Structure | RTF Ca sens inh | Keap1-Nrf2 PPI | V-ATPase pHluor | OPRM1-OPRD1 inv | MOR-DOR ag | CAL PDZ FP | cardiac RTF act | C-LANA FP |
| --- | --- | --- | --- | --- | --- | --- | --- | --- | --- |
| 2 | COc1ccc(-c2oc3ncn(Cc4ccco4)c(=N)c3c2-c2ccc(OC)cc2)cc1 | -4 | -8 | 0 | -13 | 2.2 | 36* | 0 | 0.1 |

Nine of the compounds above, with one line to a screen.
31. CC(Sc1nnc(C(C)N(C)C)n1-c1ccc(Cl)cc1)C(=O)Nc1ccc2c(c1)OCO2 (configuration not stated)
32. ClC1(Cl)CC1Cn1cnc2ccccc21 (configuration not stated)
33. COc1ccc(N2CCN(C(=O)CSc3ncccc3-c3nc4ccccc4[nH]3)CC2)cc1
34. O=c1c2cc(Br)ccc2[nH]c(=S)n1Cc1cccnc1
35. COc1ccc(C2(O)CCN(CC(=O)Nc3nc(-c4ccccc4)cs3)CC2)cc1
36. CCOc1ccccc1N(CC(=O)Nc1ccc2c(c1)OCCO2)S(C)(=O)=O
37. COC(=O)COc1nsnc1N1CCOCC1
38. Cc1ccc(C(=O)NC2CC(=O)N(c3ccc4c(c3)OCCO4)C2)cc1[N+](=O)[O-] (configuration not stated)
39. COc1ccc(-c2cc(C#N)nc(Cl)n2)cc1
assay / entry,31,32,33,34,35,36,37,38,39
RTF Ca sens inh,-12,-6,-16,-2,-6,-10,-8,5,-5
Keap1-Nrf2 PPI,-7,-4,0,-1,-1,3,-5,-5,3
V-ATPase pHluor,2,-2,8,5,-4,-2,-1,3,-2
OPRM1-OPRD1 inv,4,2,-1,-12,-19,-5,-4,9,3
MOR-DOR ag,-0.7,-0.5,0.1,2.2,4.0,0.9,0.8,-1.7,-0.6
CAL PDZ FP,-2,-1,.,0,-11,.,.,-5,0
HTR5A inv ctr,-4,-2,19,-14,2,-2,7,-15,-46
cardiac RTF act,3,12,-2,1,4,-6,4,11,-5
C-LANA FP,-0.9,-1.3,-0.4,1.5,2.8,-1.1,-0.1,-2.4,-0.2
HTR5A ag ctr,5,1,3,-2,-1,1,1,6,-5
